# Compound activity: PubChem BioAssay, several laboratories
# KCNK9 block: human KCNK9 channel inhibition. 310,000 tested, 1.2% active. B-score at 10 µM. Q9NPC2. HEK293 KCNK9, FluxOR thallium flux fluorescence; stronger effect = lower value;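 active means ratio B-score over 3 SD below the library mean, with starting fluorescence within 5 SD of its mean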;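 further: negative B-score means less thallium flux so channel inhibition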
# Target sequence (Q9NPC2 whole entry, looked up): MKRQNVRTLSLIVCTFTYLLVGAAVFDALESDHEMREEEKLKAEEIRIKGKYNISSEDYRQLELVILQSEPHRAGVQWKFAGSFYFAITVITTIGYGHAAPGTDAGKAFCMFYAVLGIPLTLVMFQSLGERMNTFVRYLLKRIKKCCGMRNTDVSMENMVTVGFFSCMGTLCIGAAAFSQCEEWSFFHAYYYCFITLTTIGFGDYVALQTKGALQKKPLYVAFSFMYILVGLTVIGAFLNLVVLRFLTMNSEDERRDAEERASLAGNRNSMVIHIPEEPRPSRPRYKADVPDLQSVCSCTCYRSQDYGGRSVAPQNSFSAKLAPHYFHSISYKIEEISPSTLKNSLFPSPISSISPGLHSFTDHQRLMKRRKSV
# KCNQ1 pot: potentiates or activates the human KCNQ1 potassium channel; CHO-K1 KCNQ1, thallium flux FluxOR fluorescence; stronger effect = higher value; 310,000 tested, 0.35% active; AID 2648; B-score at 10 µM; P51787;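 active means fluorescence ratio B-score, a plate-corrected score, at least three library SD, with initial intensity B-score within 5 SD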
#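 Material: CHO-K1 cells stably expressing KCNQ1. Medium: assay buffer for compound exposure, DMSO matched across wells. Reagent: K+/Tl+ depolarizing stimulus. Compound dosing: single-concentration screen. Times: 37 °C overnight plating, 90-min dark dye load, 20-min compound pretreatment. Technique: FluxOR Tl+ flux fluorescence.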
# KCNQ1 block: blocks the human KCNQ1 potassium channel. CHO-K1 KCNQ1, FluxOR thallium flux fluorescence; stronger effect = higher value. B-score at 10 µM. 310,000 tested, 1.3% active. AID 2642;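 active means compounds whose thallium flux B-score, printed positive for inhibition, exceeds three library SD while starting fluorescence stays within three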;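 further: channel opened by potassium depolarization with thallium stimulus after 20 min compound exposure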
# PolyA inhibitor: blocks polyadenylation in yeast reporter cells; 300,000 tested, 0.02% active; calls only at 12 µM; S. cerevisiae SKY197-pL101 polyadenylation reporter, beta-gal luminescence; efflux-impaired pdr1/pdr3 knockout yeast; score 100 = 6 SD above DMSO;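 active means lowest replicate activity score at least 50, where 100 means six control SD above control mean; inconclusive means lowest score under 50 but half or more replicates reach 50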;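 further: yeast exposed to compound for 9 h at 30 °C; higher score means more reporter readthrough which indicates perturbed polyadenylation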
# HDAC3 inhib: inhibitors of human histone deacetylase 3; O15379; recombinant HDAC3, fluorogenic peptide/trypsin coupled, fluorescence; inhibition, % at 8.3 µM; 320,000 tested, 0.15% active; in the data active means inhibition above about 26%, passing the limit was not always enough; inconclusive means no clear call, values can overlap the other calls
# Target sequence (O15379 whole entry, looked up): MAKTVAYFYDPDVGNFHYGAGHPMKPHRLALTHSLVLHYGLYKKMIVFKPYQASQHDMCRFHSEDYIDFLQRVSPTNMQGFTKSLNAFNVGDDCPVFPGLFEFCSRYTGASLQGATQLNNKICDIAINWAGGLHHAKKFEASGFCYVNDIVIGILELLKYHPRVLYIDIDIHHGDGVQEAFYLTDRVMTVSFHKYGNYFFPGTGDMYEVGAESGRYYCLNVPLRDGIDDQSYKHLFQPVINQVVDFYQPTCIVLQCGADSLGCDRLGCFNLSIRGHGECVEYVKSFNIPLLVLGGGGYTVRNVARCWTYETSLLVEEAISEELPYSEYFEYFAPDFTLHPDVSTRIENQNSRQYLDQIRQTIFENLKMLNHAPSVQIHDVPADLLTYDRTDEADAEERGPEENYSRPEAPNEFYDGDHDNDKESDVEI
# GSK3beta inhib: inhibitors of human GSK3beta kinase; P49841; GST-GSK3beta kinase, ADP-Glo luminescence, 60 min; stronger effect = lower value; activity score (negative = inhibition), % at 10 µM; 300,000 tested, 0.038% active;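 active means more than half of replicate wells score below -50%, meaning over 50% inhibition versus plate controls; inconclusive means some replicates but at most half score below -50%; inactive means no replicate scores below -50%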;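 further: 0% = median DMSO wells and -100% = median GW8510 positive control wells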
#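 test system = GST-tagged human GSK3beta kinase, cell-free | reagent = 25 µM ATP with peptide substrate | dosing = one dose of 10 µM per compound | schedule = 60 min reaction, RT | detection = luminescent ADP-Glo measurement of ADP formed | control set = DMSO neutral wells and GW8510 at 20 µM as positive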
# RGS4 act: RGS4 potentiation or activation. HEK293 M3R/inducible RGS4, carbachol calcium flux Fluo4; stronger effect = lower value. B-score at 10 µM. 310,000 tested, 0.92% active;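 active means B-score of the integrated calcium signal more than 4 SD below the library mean, with starting fluorescence not abnormally high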;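 further: negative B-score means reduced calcium response which marks RGS4 activation or potentiation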
#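 Assay system: Inducible-RGS4 HEK293 cells carrying M3 receptor | Schedule: Compound preincubation 20 min at room temperature before agonist | Signal: Kinetic calcium fluorescence imaging with Fluo4-AM dye, 2 µM | Read-out basis: B score from integrated fluorescence ratio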
# KCNK3 block: human KCNK3 channel inhibition, primary screen; AID 602410; 340,000 tested, 0.84% active; B-score at 10 µM; CHO-KCNK3 thallium flux, FluxOR fluorescence; stronger effect = lower value; O14649;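 active means B-score under library mean minus 4 SD, starting fluorescence ratio at most library mean plus 5 SD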;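 further: more negative B-score means stronger inhibition of thallium flux through KCNK3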
# hERG protect: compounds protecting human hERG from proarrhythmic drug block; activation (rescue from dofetilide block), less the hit threshold, % at 10 µM; CHO-hERG, FluxOR thallium flux, dofetilide IC70 present; Q12809; 310,000 tested, 0.51% active;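 active means activation above the mean of controls blocked by dofetilide plus 5 SD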;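 further: thallium influx through hERG after potassium depolarization seen as dye fluorescence rise; in these data hits start at about 4.7%; inactives centre near -7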
# DYRK1A inh: blocks rat Dyrk1A kinase activity; Q63470; inhibition, % at 12.5 µM; 310,000 tested, 0.43% active; ADP-Glo luminescence, NFATc1 peptide; in the data active means inhibition above about 50%;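 further: plate controls were vehicle with enzyme for no effect and no enzyme for full effect; many of its hits are not listed in these tables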
# GSK3 alpha inh: inhibitors of human GSK-3 alpha kinase. inhibition, % at 10 µM. AID 2650. ADP-Glo luminescence, 60 min. 320,000 tested, 0.1% active;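 in the data active means inhibition above about 50%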;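 further: GST-tagged GSK-3 alpha with peptide substrate and 25 µM ATP; 0% = DMSO neutral wells and 100% = GW8510 positive control wells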
# Active calls of the source: *; i = inactive; ? = inconclusive; . = not tested or not shown. An excerpt (hit frequency here may not be typical).
# Sample of the layout, 2 compounds:
no.	compound	KCNK9 block	KCNQ1 pot	KCNQ1 block	PolyA inhibitor	HDAC3 inhib	GSK3beta inhib	RGS4 act	KCNK3 block	hERG protect	DYRK1A inh	GSK3 alpha inh
1	O=C(Nc1cccc(NC(=O)c2cccs2)c1)c1ccc(Br)cc1	i	i	i	i	7	5	i	i	-5	.	1
2	CC(C)c1ccccc1OCCCCN1CCCCC1	i	i	i	i	-7	1	i	i	-6	5	-1

# The whole of this part (from the top)
no.	compound	KCNK9 block	KCNQ1 pot	KCNQ1 block	PolyA inhibitor	HDAC3 inhib	GSK3beta inhib	RGS4 act	KCNK3 block	hERG protect	DYRK1A inh	GSK3 alpha inh
1	O=C(Nc1cccc(NC(=O)c2cccs2)c1)c1ccc(Br)cc1	i	i	i	i	7	5	i	i	-5	.	1
2	CC(C)c1ccccc1OCCCCN1CCCCC1	i	i	i	i	-7	1	i	i	-6	5	-1
3	CC(C)(C)n1nc(-c2ccc(F)cc2)c2c(N)ncnc21	i	i	i	i	-4	-1	i	i	-7	1	-1
4	CC(=O)c1ccc(NC(=O)CSc2nnc(C3CC3)n2C)cc1	i	i	i	i	-1	0	i	i	-3	-9	-1
5	Cc1cccc(NC(=O)CSCC(=O)N(C)CCOc2ccc(Cl)cc2)c1	i	i	i	i	.	-1	i	i	-15	.	-1
6	O=C(O)c1ccc(N2N=C(c3ccccc3)CC2c2ccccc2)cc1 (configuration not stated)	i	i	i	i	-282	-3	i	i	-12	-6	0
7	Nc1nc2ccccc2n1/N=C/c1ccc([N+](=O)[O-])s1	i	i	i	i	5	2	i	i	-4	0	-3
8	CC(NC(=O)CSC(=S)N1CCCC1)c1ccc(S(N)(=O)=O)cc1 (configuration not stated)	i	i	i	i	-1	-5	i	i	-3	-7	-1
9	COc1ccc2oc(-c3ccccc3[N+](=O)[O-])cc(=O)c2c1	i	i	i	i	2	0	i	i	-4	31	1
10	CC(C)N1CCc2c(sc(NC(=O)c3ccc(S(=O)(=O)N4CCc5ccccc54)cc3)c2C(N)=O)C1	i	i	17*	i	0	2	i	i	-25	-1	0
11	COC(=O)C1CCN(C(=O)Cc2ccc(C)cc2)CC1	i	i	i	i	-5	-3	i	i	-11	-8	-21
12	O=C(CSc1ccc(-c2cccs2)nn1)c1cccs1	i	i	i	i	12	1	i	i	-12	.	0
13	CCOC(=O)CSc1nnc(-c2ccccc2NC(=O)c2ccccc2)o1	i	i	i	i	-7	2	i	i	-3	-2	-1
14	Cc1cc2cc(NC(=O)c3ccco3)ccc2[nH]1	i	i	i	i	4	3	i	i	-6	5	1
15	C/C(=N\NC(=O)c1cc(-c2ccc(Br)s2)[nH]n1)c1ccncc1	i	i	i	i	-9	1	i	i	-8	-1	7
16	Cn1nnc(NC(=O)c2ccccc2F)n1	i	i	i	i	4	4	i	i	-10	7	-1
17	CC(c1ccco1)N(C(=O)c1ccc(C#N)cc1)c1ccccn1 (configuration not stated)	i	i	i	i	0	1	i	i	-11	-1	0
18	CCOc1cc2[nH]c(=S)n(Cc3ccc(C(=O)NCCCN4CCOCC4)cc3)c(=O)c2cc1OCC	i	i	i	i	-7	-1	i	i	-8	-6	-1
19	CCS(=O)(=O)n1nc(-c2ccccc2)nc1SCc1ccccc1	i	i	i	i	0	0	i	i	-7	-1	-2
20	CC(C)n1c(N2CCN(C(=O)Nc3ccc(Cl)cc3)CC2)nc2ccccc21	i	i	i	i	-1	1	i	i	-29	-1	-2
21	CC1(C)Cc2c(sc3nn[nH]c(=O)c23)CO1	i	i	i	i	7	-9	i	i	-9	-1	19
22	CCN(CC)C(=O)Cn1cc(SCC(=O)NC2CCCC2)c2ccccc21	i	i	i	i	-2	-3	i	i	-6	.	-1
23	Cc1cc(C(=O)OCC(=O)NCc2ccc3c(c2)OCO3)c2ccccc2n1	i	i	i	i	9	2	i	i	-9	-3	-2
24	Cc1ccc(C(C)C)c(OCc2ccc(C(=O)N/N=C/c3ccc(O)c(O)c3)cc2)c1	i	i	i	i	-8	3	i	i	-11	5	-2
25	O=C(c1ccco1)N1CCN(c2ncnc3c2[nH]c2ccc(Br)cc23)CC1	i	i	i	i	.	0	i	i	-16	39	.

# Next entries.
no.	compound	KCNK9 block	KCNQ1 pot	KCNQ1 block	PolyA inhibitor	HDAC3 inhib	GSK3beta inhib	RGS4 act	KCNK3 block	hERG protect	DYRK1A inh	GSK3 alpha inh
26	COc1ccc(C(CNC(=O)Cn2[nH]c(=O)c3ccccc3c2=O)N2CCCC2)cc1 (configuration not stated)	i	i	i	i	5	3	i	i	-2	2	1
27	CC(C)Oc1ccc(CNC(=O)C2CCN(C(=O)N3CCOc4ccccc43)CC2)cc1	i	i	i	i	-1	2	i	i	-6	1	-5
28	COc1ccc(NC2=Nc3cccc4cccc2c34)cc1OC	i	i	i	i	-22	-2	i	i	-12	-2	0
29	Cc1ccc(CNC(=O)C2CCC(=O)N2Cc2ccc(C)cc2)cc1 (configuration not stated)	i	i	i	i	0	3	i	i	-4	-1	0
30	Cc1ccc(Cn2nnc3c(=O)[nH]c(C4CCN(S(=O)(=O)Cc5ccccc5)CC4)nc32)cc1	i	i	i	i	6	-2	i	i	-5	-4	0
31	Cc1cccc(N2C(=O)CC(Sc3nc(-c4ccccc4)c4cc(Cl)ccc4n3)C2=O)c1 (configuration not stated)	i	i	i	i	-8	-2	i	i	-9	2	1
32	CC(C)(C)c1ccc(-n2ncc3c2CCCC3NC(=O)CCN2CCCC2=O)cc1 (configuration not stated)	i	i	i	i	-2	-1	i	i	-13	-8	0
33	COc1ccc(/C=N/NC(=O)CCn2cnc3ccccc32)cc1	i	i	i	i	6	-3	i	i	-9	.	-2
34	COc1ccc(N(C(=O)c2cnsn2)C(C(=O)NC2CCCCC2)c2ccncc2)cc1 (configuration not stated)	i	i	i	i	4	-2	i	i	-9	-4	-2
35	c1ccc(CNc2cnccn2)cc1	i	i	i	i	-21	-1	i	i	-11	-1	-1
36	CC1CCC(NC(=O)c2cc(S(=O)(=O)N(C)C)ccc2N2CCCC2)CC1 (configuration not stated)	i	i	i	i	3	3	i	i	-9	14	-3
37	COc1ccc([N+](=O)[O-])cc1NC(=O)c1cncc(Br)c1	i	i	i	i	10	1	i	i	-11	-3	0
38	Cc1cccc(CCN(Cc2cc3cccc(C)c3[nH]c2=O)C(=O)N2CCOCC2)c1	i	i	i	i	0	-2	i	i	-20	-3	-3
39	Cn1c(=O)c2c(ncn2CC(N)=O)n(C)c1=O	i	i	i	i	1	-2	i	i	-9	-5	-2
40	Cc1ccccc1CN(C)C1CCN(C)CC1	i	i	i	i	4	4	i	i	2	-1	4
41	Cc1ccc(NC(=S)NNC(=O)CSc2nnc(-c3ccc(Cl)cc3)n2C2CCCCC2)cc1	i	i	i	i	-1	8	i	i	-13	-1	-4
42	CC(=O)Nc1cc(C)nn1-c1nc2ccccc2s1	i	i	i	i	-2	-2	i	i	-32	2	1
43	COc1ccc(NC(=O)COC(=O)CC2CC3CCC2C3)c([N+](=O)[O-])c1 (configuration not stated)	i	i	i	i	3	2	i	i	2	2	-3
44	COc1cccc(C2C3=C(CCCC3=O)Nc3[nH]n(-c4ccccc4)c(=O)c32)c1 (configuration not stated)	i	i	i	i	15	-6	i	i	-2	-1	-1
45	O=C(CNC(=O)c1ccccc1F)NCCOc1ccccc1Cl	i	i	i	i	-1	0	i	i	-7	2	1
46	COc1ccc(/C=C/C(=O)NC2CCN(Cc3ccccc3)CC2)cc1OC	i	i	i	i	-2	-27	i	i	-1	4	-1
47	O=C(CCC(=O)c1ccc(Oc2ccccc2)cc1)Nc1cccc(Cl)c1Cl	i	i	i	i	5	2	i	i	-16	0	-1
48	CCOc1ccccc1-c1nnc(SCC(=O)NC2CC3CCC2C3)n1CC (configuration not stated)	i	i	i	i	-5	0	i	i	-4	12	4
49	Cc1cc(C)n2nc(C(F)(F)F)c(-c3ccccc3)c2n1	i	i	i	i	2	4	i	i	-20	-2	-2
50	O=C(Nc1ccc(NC(=O)c2ccc(Cl)c(S(=O)(=O)N3CCOCC3)c2)cc1)c1ccccc1	i	i	i	i	9	1	i	i	-4	0	0

# (cont.)
no.	compound	KCNK9 block	KCNQ1 pot	KCNQ1 block	PolyA inhibitor	HDAC3 inhib	GSK3beta inhib	RGS4 act	KCNK3 block	hERG protect	DYRK1A inh	GSK3 alpha inh
51	CC(=O)N1N=C(c2ccncc2)OC12CCCCC2	i	i	i	i	-35	-1	i	i	-7	-2	0
52	O=C(COC(=O)CNC(=O)c1ccc(Cl)c([N+](=O)[O-])c1)NC(=O)c1ccccc1	i	i	i	i	-1	1	i	i	-3	6	-2
53	Cc1cc2oc(=O)cc(C)c2c(=O)o1	i	i	i	i	5	1	i	i	0	2	-1
54	Cc1cc(C)cc(NC(=O)c2nccnc2C(=O)O)c1	i	i	i	i	0	4	i	i	-15	1	-1
55	CCOc1ccc(C(CC(=O)O)n2cnnn2)cc1 (configuration not stated)	i	i	i	i	-5	1	i	i	-5	2	0
56	COc1ccc(N2CCN(C(=O)C3CCCN3S(=O)(=O)c3cccc4nsnc34)CC2)cc1 (configuration not stated)	i	i	i	i	?	2	i	i	-6	4	1
57	CCOC(=O)C1=C(C)Nc2ccccc2N=C1NC(=O)c1ccc(Cl)c(S(=O)(=O)N2CCCC2)c1	i	i	i	i	-9	1	i	i	-8	-4	0
58	O=[N+]([O-])c1ccc(N2CCN(S(=O)(=O)c3ccc4ccccc4c3)CC2)cc1NCC1CCCO1 (configuration not stated)	i	i	i	i	-3	-2	i	i	-12	1	-1
59	Cc1cc(SCNC(=O)c2ccccc2)nc(C(C)C)n1	i	i	i	i	7	-2	i	i	-11	-6	-1
60	CCCN(C(=O)c1ccc(N2CCCC2=O)cc1)c1c(N)n(Cc2ccccc2)c(=O)[nH]c1=O	i	i	i	i	1	-3	i	i	-18	1	-2
61	c1ccc(-c2nc3nc4ccccc4nc3n2Cc2ccco2)cc1	i	i	i	i	0	1	i	i	-7	7	-2
62	N#Cc1cc2c(nc1SC1CCCCC1O)CCCC2 (configuration not stated)	i	i	i	i	11	-4	i	i	-11	6	5
63	CCN(CC)S(=O)(=O)c1ccc(NC(=O)COC(=O)c2ccc(Br)o2)cc1	i	i	i	i	4	-3	i	i	-9	1	1
64	COc1cccc(C(=O)NCCS(=O)(=O)NCc2ccc(Cl)cc2)c1	i	i	i	i	-3	1	i	i	-10	10	2
